# Source: PubChem BioAssay
# Rev-erbA mod: Rev-erb alpha (human) modulation. P20393. Rev-erbα–FITC-DNA binding, fluorescence polarization, 90 min. activity, % at 10 µM. hit rate 0.79% among 370,000;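 active means activity above about 14%, limit read from the data; passing the limit was not always enough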;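 further: 0% = DMSO wells with 35 nM protein and 100% = DMSO wells with 750 nM protein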
# HGIII-sPLA2 inh: Blocks human group III sPLA2 activity; QFRET BODIPY PC-A2 liposome hydrolysis, fluorescence; inhibition, % at 12.2 µM; AID 743126; hit rate 0.56% among 370,000;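 active means inhibition above mean plus 3 SD of compounds lying within the high and low control bounds, cut at about 19% in these data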;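 further: 0% = median of test compound wells and 100% = no enzyme DMSO wells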
# ASAP1 inh: ASAP1 ArfGAP inhibition; ASAP1-stimulated ARF1 GTP hydrolysis, GDP FP detection; inhibition, % at 16.5 µM; hit rate 0.19% among 360,000; in the data active means inhibition above about 25%;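 further: 0% = vehicle with enzyme and substrate and 100% = no enzyme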
# PLCg1 inh: PLC-gamma1 (human) inhibition, primary screen | hit rate 0.84% among 370,000 | purified PLC-gamma1, fluorogenic substrate, fluorescence | AID 720700 | inhibition, % at 12.2 µM; in the data active means inhibition above about 9.5%
# proKLK7 act: activates the human kallikrein-7 zymogen | P49862 | purified proKLK7, EDANS-DABCYL substrate fluorescence; 100% is mature enzyme control, 0% vehicle | activation, % at 7 µM | hit rate 0.9% among 370,000 | AID 652039;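 active means activation above the mean of all tested compounds plus 3 SD, computed per campaign excluding outliers beyond control limits, cut at about 13% in these data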
# Tn6 DDE FP: DD(E)-Tn6 binding inhibition, primary FP screen; P02675; Fibrin DD(E) TRITC-Tn6 fluorescence polarization displacement; AID 720509; inhibition, % at 8.3 µM; hit rate 0.21% among 370,000;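 active means inhibition above a per-campaign cutoff: mean of compounds within control limits plus 3 SD, cut at about 15% in these data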;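 further: 0% = median of all compound wells on the plate and 100% = blocking peptide control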
# DDE Tn7 FP inh: disrupts Tn7 cyclic peptide binding to fibrin D-Dimer-E complex. P02675. FP displacement of FITC-Tn7 peptide from fibrin DD(E); 0% = median of compound wells per plate. inhibition, % at 8.3 µM. hit rate 0.13% among 370,000. AID 720508;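 active means inhibition above the mean of compounds falling within the control limits plus 3 SD of them, cut at about 14% in these data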;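 further: 0% = plate median of compound wells and 100% = 10 µM Aha-Tn7 peptide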
#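 Assay system: Human clot-derived fibrin DD(E) complex | Buffer or medium: Tris/NaCl/CaCl2 buffer, pH 7.8 | Repeats: One replicate per compound | Benchmarks: Aha-Tn7 high control | Measure: % inhibition scaled between sample-field median and high-control FP | Schedule: 10 min plus 3 h, room temperature | Signal: Fluorescence polarization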
# PLC-beta3 inh: PLC-beta3 (human) inhibition, primary screen | Q01970 | Purified PLC-beta3, fluorogenic substrate, fluorescence | inhibition, % at 12.2 µM | hit rate 0.18% among 370,000; in the data active means inhibition above about 11%;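 further: 0% = median of compound wells on plate and 100% = full blocker control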
# Target sequence (Q01970 whole entry, looked up): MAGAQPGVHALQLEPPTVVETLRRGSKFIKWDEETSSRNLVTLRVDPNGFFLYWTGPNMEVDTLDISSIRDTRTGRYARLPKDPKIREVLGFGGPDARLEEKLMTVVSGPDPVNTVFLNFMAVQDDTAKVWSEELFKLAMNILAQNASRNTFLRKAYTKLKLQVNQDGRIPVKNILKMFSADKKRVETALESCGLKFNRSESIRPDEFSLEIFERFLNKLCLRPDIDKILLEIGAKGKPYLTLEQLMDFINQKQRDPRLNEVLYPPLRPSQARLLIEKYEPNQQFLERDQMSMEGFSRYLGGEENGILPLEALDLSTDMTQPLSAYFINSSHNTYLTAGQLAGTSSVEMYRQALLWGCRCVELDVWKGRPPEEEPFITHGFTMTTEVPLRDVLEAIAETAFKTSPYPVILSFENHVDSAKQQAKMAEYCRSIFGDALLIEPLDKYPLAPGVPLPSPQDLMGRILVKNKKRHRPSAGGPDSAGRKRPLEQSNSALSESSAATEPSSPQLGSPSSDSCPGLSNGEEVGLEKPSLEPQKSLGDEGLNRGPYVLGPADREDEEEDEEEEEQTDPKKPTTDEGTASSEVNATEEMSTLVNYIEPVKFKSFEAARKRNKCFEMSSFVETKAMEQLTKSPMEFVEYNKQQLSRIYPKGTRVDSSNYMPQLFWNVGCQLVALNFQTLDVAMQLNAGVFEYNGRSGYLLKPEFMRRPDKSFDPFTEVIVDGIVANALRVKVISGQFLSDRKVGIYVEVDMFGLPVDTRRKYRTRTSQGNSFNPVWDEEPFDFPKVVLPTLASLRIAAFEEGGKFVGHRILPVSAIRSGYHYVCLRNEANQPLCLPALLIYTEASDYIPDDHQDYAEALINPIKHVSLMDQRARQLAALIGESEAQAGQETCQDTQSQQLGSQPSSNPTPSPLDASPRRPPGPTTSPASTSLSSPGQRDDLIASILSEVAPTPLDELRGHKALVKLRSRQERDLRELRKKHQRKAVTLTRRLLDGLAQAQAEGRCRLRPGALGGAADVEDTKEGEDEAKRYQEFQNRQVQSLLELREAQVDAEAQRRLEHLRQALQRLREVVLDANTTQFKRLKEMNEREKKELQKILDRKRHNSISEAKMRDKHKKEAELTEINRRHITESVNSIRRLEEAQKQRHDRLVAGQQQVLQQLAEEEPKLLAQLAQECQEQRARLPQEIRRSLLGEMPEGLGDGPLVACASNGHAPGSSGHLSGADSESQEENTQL
# ARFGAP1 inhibitor: inhibitors of rat ARFGAP1 | Q62848 | Arfgap1-stimulated ARF1 GTP hydrolysis, GDP FP detection | inhibition, % at 16.5 µM | hit rate 0.26% among 360,000 | AID 651572;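 active means inhibition above a per-plate limit, mean inhibition of low control wells plus 3 SD, cut at about 25% in these data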;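 further: 0% = DMSO wells with enzyme and 100% = wells lacking Arfgap1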
#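 Repeats: one replicate per compound; assay system: rat Arfgap1 catalytic domain, aa 1-136; times: enzyme reaction 120 min at 25 °C after 20 min preincubation; detection: FP of antibody-bound GDP Alexa 633 tracer, ex 620/em 688 nm; benchmarks: high control wells lacking Arfgap1, low control full reaction with DMSO; reagent: human ARF1(Δ1-17)-GTP substrate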
# UHRF1 MBD2 ctr: UHRF1 methyl-DNA binding inhibition. AID 687016. inhibition, % at 4.4 µM. UHRF1 binding to methylated oligo, TR-FRET. hit rate 0.75% among 370,000; in the data active means inhibition above about 21%;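 further: UHRF1 SRA domain binding a hemimethylated CpG hairpin DNA probe; 0% = median of test compound wells and 100% = reference inhibitor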
# An asterisk follows results filed as active; i = inactive; nt = not tested or not shown. An unsorted share of the library. About 4.5% of those tested had a hit in this group.
Rev-erbA mod	HGIII-sPLA2 inh	ASAP1 inh	PLCg1 inh	proKLK7 act	Tn6 DDE FP	DDE Tn7 FP inh	PLC-beta3 inh	ARFGAP1 inhibitor	UHRF1 MBD2 ctr	Structure
1.3	-5.0	-9.6	-0.4	0.2	-4.8	-7.0	0.5	-10.2	-9.8	Clc1ccc(C[n+]2csc3ccccc32)cc1
3.8	-7.2	1.0	1.1	-0.3	-5.1	-5.6	2.2	10.1	-2.4	Nc1nc(SCC(=O)NCCCN2CCOCC2)nc2sc3c(c12)CCC3
-4.4	-34.7	-9.1	1.4	0.8	-7.1	3.7	-0.6	-4.7	3.1	O=C(COc1ccccc1/C=C1\SC(=O)NC1=O)Nc1ccccc1
-1.7	-2.0	-5.4	-7.4	-1.2	6.8	-0.1	-8.9	-10.9	-1.2	CCC(C)/C(C)=N/NC(=O)c1ccc(CSc2nc3ccccc3s2)cc1 (stereo not drawn)
5.3	-5.5	6.1	1.4	-0.2	1.4	-1.3	3.1	7.7	5.1	CC1(C(=O)NCc2ccccc2Br)CCN1C(=O)CCc1ccc(Cl)cc1Cl (stereo not drawn)
3.8	-14.6	4.5	2.3	-0.3	-4.7	-5.5	-2.4	4.4	-2.6	O=c1[nH]c(=O)n(Cc2ccc(Oc3ccccc3)cc2)cc1Br
-2.1	-6.3	nt	-5.0	-1.0	4.1	6.7	-3.8	nt	-3.5	CCOc1ccc(-n2c(SCc3nc4ccccc4[nH]3)nnc2-c2cccc(Cl)c2)cc1
-2.4	-8.7	0.9	6.8	0.3	-5.7	4.4	1.0	8.6	0.0	CCOc1ccc(S(=O)(=O)N(C)c2ccc(OCC(=O)NCc3ccco3)cc2)cc1
0.2	2.1	-10.1	-2.6	0.1	-1.8	7.0	-6.5	2.0	-2.4	Cc1ccc(N=Nc2c(C)[nH]n(-c3ccccc3)c2=O)cc1Br
-2.6	1.2	1.9	1.9	0.1	4.0	-1.7	0.4	-13.4	-4.7	CN(Cc1cnn(C)c1)C(=O)C1CCCCC1C(=O)O (stereo not drawn)
-2.5	-11.5	6.1	2.3	-0.1	-5.9	1.1	-4.0	-4.6	4.6	CSc1nnc(CSCc2ccc(Cl)cc2Cl)n1-c1ccccc1
2.9	-1.6	2.2	-0.4	0.3	1.5	-7.6	-5.8	-11.3	-1.3	C/C(=C\c1ccccc1)C(=O)Nc1nc2ccc([N+](=O)[O-])cc2s1
3.3	2.5	7.5	-0.6	0.1	4.7	0.0	-0.2	-4.0	1.5	COc1ccccc1CNS(=O)(=O)c1c(C)[nH]c(=O)[nH]c1=O
-1.4	0.9	11.4	0.1	-0.2	3.7	2.0	0.5	-9.4	0.8	O=C(CSCC(=O)NC1CCCC1)Nc1ccccc1
-0.3	5.5	-7.2	-0.8	-0.6	-4.3	-1.9	-8.4	16.7	3.2	Cn1c(=O)n(C)c2cc3[nH]cnc3cc21
5.2	-8.4	-4.1	5.1	0.5	-4.3	2.0	-7.3	-1.8	-5.6	CC(C)(C)c1ccc(S(=O)(=O)/N=C2\C=C(NS(=O)(=O)c3ccccc3)C(=O)c3ccccc32)cc1
2.6	0.3	-16.1	2.6	-1.2	-1.7	-6.6	-2.4	6.4	2.5	COc1ccc(N2CC(C(=O)N3CCN(c4ccccc4)CC3)CC2=O)cc1 (stereo not drawn)
-2.6	-8.3	-2.0	-0.8	0.6	-3.8	5.9	-0.3	11.7	-0.8	Cc1ccccc1CC1(CO)CCCN(C(=O)CCC(=O)c2ccccc2)C1 (stereo not drawn)
-1.4	-5.6	7.3	-13.1	-12.9	0.3	-12.4	-24.5	2.9	-3.8	CN(C)CCCN1C(=O)c2cc3ccccc3cc2C1=O
4.5	-2.6	7.2	-23.2	-0.7	-1.3	2.8	-20.2	8.4	-0.4	CCCC(=O)N1c2ccccc2NC2=C(C(=O)CCC2)C1c1ccc(F)cc1 (stereo not drawn)

# The last 2 compounds of the part above are carried over, then new ones follow.
Rev-erbA mod	HGIII-sPLA2 inh	ASAP1 inh	PLCg1 inh	proKLK7 act	Tn6 DDE FP	DDE Tn7 FP inh	PLC-beta3 inh	ARFGAP1 inhibitor	UHRF1 MBD2 ctr	Structure
-1.4	-5.6	7.3	-13.1	-12.9	0.3	-12.4	-24.5	2.9	-3.8	CN(C)CCCN1C(=O)c2cc3ccccc3cc2C1=O
4.5	-2.6	7.2	-23.2	-0.7	-1.3	2.8	-20.2	8.4	-0.4	CCCC(=O)N1c2ccccc2NC2=C(C(=O)CCC2)C1c1ccc(F)cc1 (stereo not drawn)
3.9	-7.0	-2.5	-3.6	0.0	-1.1	-11.5	4.3	-0.2	-0.4	CNC(=O)CSc1nnc(-c2ccco2)n1-c1cccc(C)c1C
-2.2	-11.9	-4.7	-12.1	6.6	-1.1	5.4	-14.2	-11.2	-1.5	COCCNc1nnc(SCC(=O)Nc2sc3c(c2C(=O)c2ccccc2)CCCC3)s1
-3.5	-11.8	0.9	-2.2	0.2	6.2	0.9	-3.0	4.1	-1.4	COc1ccc(OCc2cc(C(=O)N(C)C(C)c3ccon3)no2)c(Cl)c1 (stereo not drawn)
-1.2	-1.3	-0.1	-1.9	-0.3	-2.4	-0.4	0.5	2.5	-0.6	COc1ccc(CCNC(=O)c2ccc3c(c2)S(=O)(=O)N=C2CCCCCN23)cc1OC
2.3	0.5	-3.1	0.9	0.5	4.1	-8.3	3.5	3.8	0.6	O=[N+]([O-])c1cccc(NNS(=O)(=O)c2ccccc2F)c1
-1.2	-5.1	21.7	-30.5	1.1	2.4	4.2	-39.8	-6.3	-1.6	Cc1sc2ncnc(SCC(=O)Nc3ncccc3O)c2c1C
1.6	1.1	-8.6	-0.3	-0.1	5.2	-1.6	2.6	5.5	-0.7	Cc1[nH]c2ccccc2c(=O)c1C(=O)/C=C/c1ccccc1
-2.6	10.2	2.5	0.1	-0.2	0.7	3.2	-6.0	-2.0	3.6	CC(=O)Nc1ccc(S(=O)(=O)Nc2ccc3[nH]c(=O)[nH]c3c2)cc1
-3.1	-0.3	-7.6	2.6	-0.1	-2.4	2.7	-3.6	3.5	-3.3	CCn1ncc(S(=O)(=O)Nc2cccnc2)c1C
-4.7	3.4	-3.4	3.6	0.7	-3.4	-3.5	3.5	1.3	1.3	O=C1C=C(OCCCl)CC(c2cccc(Cl)c2)O1 (stereo not drawn)
-3.4	-2.7	0.7	1.4	-0.2	1.0	-0.3	-5.4	6.2	-2.2	CC(C)N(Cc1ccccc1)C(=O)COC(=O)/C=C/c1cnc2ccccc2n1
5.4	-1.0	-17.0	-3.6	-0.1	0.5	-2.0	-8.7	5.5	-2.5	COC(=O)COc1ccc(S(=O)(=O)NCc2ccc3c(c2)OCO3)cc1
-5.8	5.9	7.0	1.6	0.7	-6.9	1.5	13.5*	1.3	-0.9	CCC[C@H]1CCCC/C=C\CCCC(=O)OCCN1C(=O)OC(C)(C)C
-1.3	-8.9	-10.9	1.6	0.2	2.2	-5.1	2.3	-15.4	-0.3	OCCC1CN(Cc2cc3c(cc2Cl)OCO3)CCN1Cc1ccccc1 (stereo not drawn)
9.8	4.0	-6.6	4.0	0.3	-0.5	3.7	3.2	2.3	0.0	Nn1c(Cc2ccccc2F)n[nH]c1=S
0.0	0.2	-5.3	-206.2	4.2	-2.7	-1.5	-297.7	1.4	-2.3	COC(=O)c1[nH]c2cccc(OC)c2c1NC(=O)CCN1CCN(c2ccccc2OC)CC1
-7.2	-0.1	-7.9	i	64.5*	-0.1	-0.4	i	4.9	-0.9	CC(Oc1ccc2cc(-c3ccccc3)c(=O)oc2c1)C(=O)NCC1CCC(C(=O)O)CC1 (stereo not drawn)
-2.6	-3.7	5.7	-2.6	0.0	0.6	-3.6	-7.8	-3.1	7.3	COc1ccccc1C(CNC(=O)C1CC(=O)N(Cc2ccccc2)C1)N1CCCC1 (stereo not drawn)
0.6	3.5	-22.8	-0.1	0.0	3.4	4.4	2.5	-1.1	-2.3	C=C1CCN([C@H](C(=O)O)C(C)C)S(=O)(=O)c2ccccc21
2.8	24.5*	6.6	-1.6	0.8	8.8	4.3	-12.9	15.3	-1.0	O=C(Nc1nc2ccccc2[nH]1)c1cc(F)cc(F)c1
14.9	10.0	7.0	-99.1	-1.2	12.1	2.2	-115.1	5.2	3.9	O=c1cc(-c2ccc3c(c2)OCCO3)oc2ccc(Cl)cc12
-5.0	10.7	-2.3	1.0	-0.2	7.5	6.6	-3.3	6.9	3.0	COC(=O)[C@H](Cc1ccccc1)NC(=O)N1CCCCCC1
-6.4	-0.9	-7.2	0.0	0.1	-9.4	-5.2	0.8	-1.9	-0.5	CCOC(=O)c1csc(NC(=O)C(C)(C)C)n1
-0.2	-1.8	6.3	2.0	0.1	3.1	-5.6	1.5	5.7	-0.4	CCc1nn(C(C)C(=O)N2CCN(Cc3ccccc3)CC2)c(=O)c2cc3occc3n12 (stereo not drawn)
-2.4	-4.6	-6.9	-52.0	0.6	2.2	6.7	-67.4	15.4	0.5	COc1ccc(C(=O)/C=C/Nc2ccccn2)cc1
2.6	0.9	1.4	0.0	0.6	-0.4	1.2	-4.6	19.6	0.2	CC(C)c1nnc(NC(=O)C2CCCN2C(=O)Nc2cccc(Cl)c2)s1 (stereo not drawn)
5.3	5.0	-1.8	2.8	-0.2	1.6	-6.0	1.5	4.9	1.3	CCC(CC)CN1CCN=C1N(C)C
-1.4	-7.5	4.2	1.5	0.0	0.7	8.2	-4.9	-4.6	-1.0	Cc1cc(S(=O)(=O)Nc2c(C)nn(C)c2C)c(Cl)cc1Cl
-0.4	3.7	0.0	-5.5	0.4	2.9	-4.6	-5.0	-9.1	-0.2	CN(C)c1ccnc2sc3c(SCc4ccc(Cl)cc4)ncnc3c12
-1.5	-5.2	-4.7	-0.8	0.5	-3.9	2.5	-3.1	-17.1	0.1	CC(C)CN(C(=O)CSc1nc2ccccc2o1)c1c(N)n(Cc2ccccc2)c(=O)[nH]c1=O
4.0	-2.7	-6.4	2.7	-0.3	-2.2	-6.8	1.2	8.7	-4.0	CC(C)(C)c1nc2ccccc2c2nnc(SCC(=O)Nc3nccs3)n12
4.7	1.1	10.1	4.6	-0.1	3.8	0.2	-0.4	11.1	-1.8	CCOC(=O)C1CCCN(C(=O)Cn2nc(CC)n3c(cc4sccc43)c2=O)C1 (stereo not drawn)
-5.4	-19.8	15.9	i	-39.4	3.0	-3.3	i	10.7	-2.5	Nc1c(C(=O)NCc2ccc(F)cc2)c2nc3ccccc3nc2n1CCCN1CCOCC1
-6.4	5.5	-7.5	-320.8	9.1	0.8	5.8	-362.2	-0.6	-6.6	CCOCCCNC(=O)CN1C(=O)c2cccc3cccc1c23
6.9	3.7	-9.2	0.5	-0.2	4.8	-1.7	-11.5	2.9	3.3	Cc1cc(/C=N/O)c(C)n1-c1cccc(Cl)c1
2.5	-9.9	5.2	-83.7	-1.8	-3.9	3.5	-102.9	15.1	6.4	Cc1ccc(-c2ccc(CCC(=O)O)n2C(C)C)cc1
